High-throughput results deposited in PubChem by Dana-Farber Cancer Institute and Novartis Institutes for BioMedical Research (Cambridge, Mass).
USP17 block: inhibitors of human USP17 deubiquitinase; A8MUK1; purified USP17, Ub-rhodamine cleavage fluorescence, 3 h; inhibition, % at 50 µM; 47,000 tested, 6.5% active; AID 1645855
UCHL1 inh: inhibitors of human UCHL1 deubiquitinase; AID 1645859; purified UCHL1, Ub-rhodamine cleavage fluorescence; P09936; 47,000 tested, 0.2% active; inhibition, % at 20 µM
Target sequence (P09936 whole entry, looked up): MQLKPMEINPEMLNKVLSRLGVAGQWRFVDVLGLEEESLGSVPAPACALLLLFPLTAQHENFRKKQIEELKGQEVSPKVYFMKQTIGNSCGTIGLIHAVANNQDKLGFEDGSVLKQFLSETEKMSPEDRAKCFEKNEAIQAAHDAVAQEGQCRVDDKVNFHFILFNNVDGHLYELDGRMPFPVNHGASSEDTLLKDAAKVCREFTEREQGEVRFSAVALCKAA
USP30 inh: blocks human USP30 ubiquitin-rhodamine cleavage; purified USP30, Ub-rhodamine cleavage fluorescence; inhibition, % at 25 µM; 47,000 tested, 5.3% active
USP10 block: human USP10 deubiquitinase inhibition; 47,000 tested, 1.1% active; inhibition, % at 20 µM; purified USP10, Ub-rhodamine fluorescence, 60 min; Q14694
Target sequence (Q14694 whole entry, looked up): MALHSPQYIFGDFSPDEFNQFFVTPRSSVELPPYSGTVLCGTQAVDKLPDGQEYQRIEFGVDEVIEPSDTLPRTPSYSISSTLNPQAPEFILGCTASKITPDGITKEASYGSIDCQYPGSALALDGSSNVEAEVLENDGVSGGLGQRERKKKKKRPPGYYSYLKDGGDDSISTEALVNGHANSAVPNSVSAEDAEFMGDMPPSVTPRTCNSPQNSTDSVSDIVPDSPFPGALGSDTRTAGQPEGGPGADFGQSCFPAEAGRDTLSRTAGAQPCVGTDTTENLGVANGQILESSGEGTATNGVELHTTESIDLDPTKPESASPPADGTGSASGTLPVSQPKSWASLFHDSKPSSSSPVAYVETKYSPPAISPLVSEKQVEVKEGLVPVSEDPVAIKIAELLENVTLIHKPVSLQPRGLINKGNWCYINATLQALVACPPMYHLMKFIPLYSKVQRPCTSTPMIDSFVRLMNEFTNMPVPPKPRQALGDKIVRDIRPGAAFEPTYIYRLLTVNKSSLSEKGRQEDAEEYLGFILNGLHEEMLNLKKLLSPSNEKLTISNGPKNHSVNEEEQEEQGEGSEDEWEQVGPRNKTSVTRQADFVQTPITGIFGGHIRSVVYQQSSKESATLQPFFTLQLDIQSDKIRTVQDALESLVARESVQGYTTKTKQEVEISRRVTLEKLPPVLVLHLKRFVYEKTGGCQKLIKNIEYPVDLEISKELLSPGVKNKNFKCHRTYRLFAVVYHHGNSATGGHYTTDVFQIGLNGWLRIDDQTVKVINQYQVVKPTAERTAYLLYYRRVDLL
USP8 block: inhibitors of human USP8 deubiquitinase. AID 1645853. inhibition, % at 20 µM. 47,000 tested, 4.2% active. purified USP8, Ub-rhodamine cleavage fluorescence, 30 min. P40818
USP7 inh: human USP7 deubiquitinase inhibition | Q93009 | purified USP7, Ub-rhodamine cleavage fluorescence | inhibition, % at 20 µM | 47,000 tested, 0.3% active | AID 1645854
USP28 block: inhibitors of human USP28 deubiquitinase. purified USP28, Ub-rhodamine cleavage fluorescence, 30 min. inhibition, % at 25 µM. 47,000 tested, 3% active
OTUD3 block: blocks human OTUD3 ubiquitin-rhodamine cleavage. Q5T2D3. purified OTUD3, Ub-rhodamine fluorescence, 2 h. inhibition, % at 25 µM. 47,000 tested, 0.7% active. AID 1645858
An asterisk follows results filed as active; . = no result given. No stated cut-off is given here; in the data, active means inhibition above about 30%; inactive means the rest. Random draw from the library. About 13% of those tested had a hit in this group.

SMILES	USP17 block	UCHL1 inh	USP30 inh	USP10 block	USP8 block	USP7 inh	USP28 block	OTUD3 block
O=C(C1CCN(S(=O)(=O)c2ccc(Cl)cc2)CC1)N1CC[C@@]2(O)CCCC[C@H]2C1	-1.5	4.8	12.3	-2.2	-0.5	8.5	3.8	1.4
OCc1ccccc1-c1cnc2sc(NCC3CC3)nn12	8.2	1.0	18.3	1.3	15.7	-1.7	1.4	6.1
Cc1ccc(-c2noc(CCC(=O)Nc3nnc(C)s3)n2)cc1	16.8	3.7	7.0	0.7	-0.9	1.7	3.1	6.9
O=C1N(Cc2ccc(F)cc2)c2ccccc2S(=O)(=O)N1Cc1ccc(F)cc1	3.3	4.6	13.4	9.4	5.1	-74.6	12.4	11.7
Cc1ccccc1C(=O)N1CCN(CCNC(=O)C(=O)Nc2ccc(Cl)cc2)CC1	15.4	1.7	42.4*	-3.1	13.0	3.1	12.9	13.7
O=C(COc1cccc(-c2noc(-c3ccco3)n2)c1)Nc1ccccc1Cl	-53.1	-0.6	-118.1	-8.2	-18.6	-17.9	-53.1	-56.2
O=C(c1nnn(-c2ccc(F)cc2)n1)N(Cc1ccccc1)c1ccccn1	19.6	9.6	11.1	7.7	-0.6	-1.4	16.9	20.3
Cc1oc(-c2[nH]ncc2C(=O)N(C)C)cc1S(=O)(=O)N1CCN(c2ccccc2)CC1	-28.2	-1.6	-20.9	-1.3	-12.7	0.0	-16.6	-16.2
Cc1cccc(N2CCN(C(=O)c3ccc(N4C(=O)C(C)(C)CS4(=O)=O)cc3)CC2)c1	-6.8	1.4	6.4	-0.6	15.3	0.4	-1.0	4.4
Cc1c(Cl)cccc1NC(=O)C1CCCN(c2nnc(-n3cccc3)s2)C1 (stereo not given)	29.8	1.8	-45.2	13.1	59.9*	5.7	-13.2	-12.5
CCc1ccc(S(=O)(=O)c2cnc3ccc(C)cc3c2N2CCCCC2)cc1	4.5	3.1	7.7	7.0	-9.6	10.8	0.1	7.4
O=C(NCc1ccc2c(c1)OCO2)c1c(O)c2cccnc2n(-c2ccccc2)c1=O	-1.1	-3.8	-4.2	-1.8	81.3*	4.2	0.8	4.0
COc1ccc(COC(=O)C2=C(C)NC(=O)CC2c2ccccc2OC)cc1 (stereo not given)	5.2	6.3	2.9	4.9	4.6	-2.5	23.0	7.0
COc1ccc2nc(NC(=O)C3CC(=O)N(c4cccc(NC(C)=O)c4)C3)sc2c1 (stereo not given)	-0.4	0.5	-1.0	-0.4	6.2	-3.0	6.6	-1.0
CCc1ccc2[nH]c(=O)c(CN(CCc3ccc(OC)c(OC)c3)C(=O)Nc3ccccc3)cc2c1	44.2*	2.2	54.4*	11.4	3.0	5.3	22.9	0.5
N#Cc1ccc(OCC(=O)Nc2cc(S(=O)(=O)N3CCCCC3)ccc2Cl)cc1	-3.1	0.8	4.7	24.2	7.0	4.3	0.2	-3.0
Cc1ccc(S(=O)(=O)N(C)c2ccccc2C(=O)NCc2ccc3c(c2)OCO3)cc1	-9.0	6.1	2.9	-0.3	-1.1	0.0	-9.0	-0.5
CC(=O)Nc1nsc(N2CCC(C(=O)NCc3cccc(C)c3)CC2)n1	-1.7	-0.7	.	-0.7	-0.9	0.0	.	1.3
CC(=O)c1cccc(NC(=O)c2cc3cccnc3n(C)c2=O)c1	6.3	-1.0	-52.6	-2.5	-13.7	4.6	-11.1	-12.3
CCCCn1c(=O)[nH]c2c(c1=O)C(C)(CC)Cc1ccccc1-2 (stereo not given)	6.8	3.9	9.7	1.1	1.9	1.4	3.0	6.6

Looked up above.
CCCCn1c(=O)[nH]c2c(c1=O)C(C)(CC)Cc1ccccc1-2 (stereo not given) – OTUD3 block = 6.6
O=C(COc1cccc(-c2noc(-c3ccco3)n2)c1)Nc1ccccc1Cl – USP7 inh = -17.9

The listing continues:
SMILES	USP17 block	UCHL1 inh	USP30 inh	USP10 block	USP8 block	USP7 inh	USP28 block	OTUD3 block
COC(=O)Cc1c(C)c2ccc(OC(C)C)cc2oc1=O	6.7	3.1	5.2	2.9	9.5	-28.8	15.4	9.9
COc1cccc(C(=O)Nc2ccccc2-c2nc(-c3ccncc3)no2)c1	23.8	3.7	38.8*	1.0	24.6	9.9	13.0	17.7
COc1ccc(CCC(=O)Nc2ccc3c(c2)Sc2ncccc2C(=O)N3C)cc1	-7.5	-7.2	-69.8	-11.8	-17.0	-2.8	54.6*	2.6
O=C(NCc1ccccn1)c1cccc(C2CCCN(C(=O)Nc3ccccc3)C2)c1 (stereo not given)	-0.9	0.6	7.6	-1.0	0.6	-2.7	-3.6	-2.8
Cc1ccc(S(=O)(=O)N2CC3CN(C(=O)Nc4cccc(C)c4)CC(C2)O3)cc1	-0.9	0.0	3.9	-0.4	-53.7	1.3	-5.0	-4.6
Cc1ccc(OCC2NCCS2)cc1[N+](=O)[O-] (stereo not given)	-3.7	0.0	10.7	-1.2	-72.1	-98.1	8.0	9.9
CCC12CN(C(=O)c3ccco3)CC(CC)(CN(C(=O)c3ccco3)C1)C2=O	3.5	-0.5	-13.6	-0.8	0.0	0.0	1.9	-0.4
Cc1oc(C2CC2)cc1C(=O)N1CCC2(CC1)CC1(CO2)Nc2ccccc2-n2cccc21 (stereo not given)	71.5*	9.0	-4.8	3.9	92.5*	9.2	16.7	2.0
CCC(C(=O)Nc1ccc(N2CCOCC2)cc1)c1ccccc1 (stereo not given)	1.1	-1.5	-5.0	-1.2	2.5	-2.2	0.0	1.2
COc1cccc(O[C@@H]2C[C@@H](NC(=O)c3ccc(C)cn3)[C@H](O)[C@H]2O)c1	5.2	1.5	22.4	1.9	10.1	2.6	26.1	16.6
O=C(NCC(c1ccc2c(c1)OCO2)N1CCOCC1)C(=O)Nc1cccc(F)c1 (stereo not given)	3.6	-2.2	-10.8	-1.9	-0.3	-0.8	-2.6	1.2
O=C(CSc1ncnc2ccccc12)NC1CCCC1	0.7	1.3	14.7	2.0	-0.6	2.4	2.7	11.9
Cc1noc(C)c1CCn1ccc2ccn(Cc3cccnc3)c2c1=O	4.7	0.9	4.1	2.2	23.0	0.3	9.0	13.2
CCS(=O)(=O)N1CCC2(CC1)CNc1ccc(F)cc12	-35.2	-2.0	-14.0	0.0	-292.4	1.8	-2.6	4.3
O=C(Cn1cc(C(=O)c2ccccc2)c(=O)c2cc(F)ccc21)Nc1ccc2c(c1)OCCO2	-34.2	4.8	-103.3	27.2	-138.6	10.0	-32.2	-13.9
CCc1nc2ccccc2c(NC(=O)Cc2ccc(OC)c(OC)c2)c1C	-6.3	-1.7	-21.3	-1.0	-6.0	0.0	-5.7	-4.0
O=C(Nc1nc2ccc(Oc3ccccc3)cc2s1)c1ccccn1	-32.5	1.8	-206.0	-4.5	-24.6	-15.2	-62.8	-36.2
O=C(Cc1c(F)cccc1Cl)NCCC(c1ccccc1)c1ccccc1	-6.6	1.0	-0.9	8.0	2.9	9.4	-4.8	-2.6
CN(C)C(=O)N1CCCn2cnc(CN3CCCC3=O)c2C1	-37.6	5.5	11.3	2.4	-296.3	12.7	5.3	7.1
CC(=O)N1Cc2cc(C)ccc2OC2(CCN(CC(=O)Nc3ccccc3F)CC2)C1	-0.8	2.1	5.1	-2.4	-7.7	0.5	-1.3	1.3
CCN1CCN(c2nc3c(c(=O)[nH]c(=O)n3C)n2CC(O)c2ccccc2)CC1 (stereo not given)	-4.6	0.9	-24.6	2.3	-3.9	-2.2	-7.0	-11.3
CC(=O)N1CC[C@@H]2CN(CCC(C)C)S(=O)(=O)[C@@H]2CC1	4.4	13.3	20.3	1.7	4.5	6.5	6.3	2.9
CCCn1cnc2sc(C(=O)N3CCC[C@@]4(C)[C@@H]3CCCN4C(C)=O)c(C)c2c1=O	-17.3	1.0	24.7	-1.3	8.8	5.8	12.0	8.8
Cc1ccc(C(=O)Oc2cn(CC(C)C)c3nc(-c4ccc(C)cc4)n4c5ccccc5nc4c23)cc1	-8.7	-2.7	-42.9	-9.9	1.8	-3.4	-5.4	-7.7
Cc1nc(-c2cccc(NC(=O)CNC(=O)c3sc4ccccc4c3Cl)c2)cs1	-39.2	1.8	-92.9	1.1	-88.8	9.7	12.7	-15.8
COc1ccccc1C(=O)N(Cc1ccccc1F)C1CCS(=O)(=O)C1 (stereo not given)	0.1	-2.4	2.4	1.9	1.0	-2.7	-4.6	-1.7
Cc1cccc(C(=O)N2C[C@@H]3CC[C@H](Oc4ccccc4F)[C@@H]3C2)n1	-0.5	3.3	11.7	-0.7	-13.4	0.1	4.4	1.4
CCC1[C@@H](C)C(Nc2ccccc2)c2ccccc2N1C(=O)c1ccc([N+](=O)[O-])cc1 (stereo not given in full)	-0.1	2.5	0.0	6.1	3.4	5.4	0.0	3.6
O=C(Cn1cnc2cc([N+](=O)[O-])ccc2c1=O)NCc1ccc2c(c1)OCO2	18.4	15.3	-10.9	2.5	39.1*	6.6	14.9	26.5
COc1ccc(OC)c(-n2c(CNC(=O)c3ccco3)nnc2SCC(=O)N2CCc3ccccc32)c1	-5.9	0.0	6.5	1.6	-0.2	-3.4	0.0	-1.9
CN(C)CCN(C(=O)c1ccc(S(C)(=O)=O)cc1)C1CCN(Cc2ccccc2S(C)(=O)=O)CC1	7.3	1.7	-12.7	-2.7	7.8	6.3	-2.2	5.8
Cc1ccc(SCc2cn3cccnc3n2)cc1	1.8	-1.8	13.9	-1.4	-0.4	2.3	2.7	14.6
COc1ccc(-c2noc(-c3cccc(OCC(=O)NC(C)C)c3)n2)cc1	-0.3	1.1	-1.1	-9.9	-16.3	3.9	4.6	4.1
COCCN(C1CCN(c2nc(C)cc(C)n2)CC1)S(=O)(=O)c1cccs1	-12.2	1.6	-16.9	-0.1	-17.5	0.0	-8.6	-5.0
Cc1ccc(NC(=O)N2C[C@@H]3C[C@H]2C[C@@H]3NC(=O)c2ccccc2)c(C)c1	-12.0	-6.1	-2.6	-5.5	-81.6	-4.7	-6.5	-3.0
CC(C)C1Cc2c(sc3nc(SCc4ccc(Cl)c(Cl)c4)nc(N)c23)CO1 (stereo not given)	-75.6	-20.0	-263.0	-7.9	-27.7	-62.0	-24.8	-66.1
CCc1ccc2ncc(S(=O)(=O)c3ccccc3)c(N3CCCC3)c2c1	1.7	-0.7	-39.9	-2.2	36.5*	0.1	-5.0	-5.8
Cn1ccc2ccn(Cc3nc(Cc4ccc(F)cc4)no3)c(=O)c21	-3.2	1.6	-40.4	2.7	7.4	-4.3	-0.4	-3.9
Cc1ncncc1C(=O)N1CCCCC1c1nnc(-c2nccc3ccccc23)o1 (stereo not given)	-13.2	-3.4	-1.8	-3.0	-14.4	-3.7	-7.9	-2.4
CCn1ccnc1C(O)(c1ccccc1)c1ccc(C)cc1 (stereo not given)	5.4	0.0	13.7	0.2	13.6	-15.2	9.4	7.5
Cc1nc(-c2cc(C(=O)N3CCN(c4ccncc4)CC3)c3ccccn23)cn1C(C)C	-41.2	-9.0	-125.7	-3.2	-92.9	-19.1	-29.0	-25.1
CC(=O)c1cccc(NC(=O)C(Sc2ncnc3ccccc23)c2ccccc2)c1 (stereo not given)	-4.9	-1.2	-6.7	-5.9	-36.9	1.0	-1.6	-0.2
COCCCN1CCS(=O)(=O)c2c(Cl)c(F)nc(Oc3ccccc3F)c21	87.9*	18.4	-29.8	12.7	95.4*	-145.7	19.4	10.9
CC(NC(=O)c1noc2c1CCc1sccc1-2)c1ccccc1 (stereo not given)	-4.7	0.4	3.4	9.4	-16.6	3.8	16.0	9.3

Of the compounds above, these contain a Cl atom:
SMILES	USP17 block	UCHL1 inh	USP30 inh	USP10 block	USP8 block	USP7 inh	USP28 block	OTUD3 block
O=C(C1CCN(S(=O)(=O)c2ccc(Cl)cc2)CC1)N1CC[C@@]2(O)CCCC[C@H]2C1	-1.5	4.8	12.3	-2.2	-0.5	8.5	3.8	1.4
Cc1ccccc1C(=O)N1CCN(CCNC(=O)C(=O)Nc2ccc(Cl)cc2)CC1	15.4	1.7	42.4*	-3.1	13.0	3.1	12.9	13.7
O=C(COc1cccc(-c2noc(-c3ccco3)n2)c1)Nc1ccccc1Cl	-53.1	-0.6	-118.1	-8.2	-18.6	-17.9	-53.1	-56.2
Cc1c(Cl)cccc1NC(=O)C1CCCN(c2nnc(-n3cccc3)s2)C1 (stereo not given)	29.8	1.8	-45.2	13.1	59.9*	5.7	-13.2	-12.5
N#Cc1ccc(OCC(=O)Nc2cc(S(=O)(=O)N3CCCCC3)ccc2Cl)cc1	-3.1	0.8	4.7	24.2	7.0	4.3	0.2	-3.0
O=C(Cc1c(F)cccc1Cl)NCCC(c1ccccc1)c1ccccc1	-6.6	1.0	-0.9	8.0	2.9	9.4	-4.8	-2.6
Cc1nc(-c2cccc(NC(=O)CNC(=O)c3sc4ccccc4c3Cl)c2)cs1	-39.2	1.8	-92.9	1.1	-88.8	9.7	12.7	-15.8
CC(C)C1Cc2c(sc3nc(SCc4ccc(Cl)c(Cl)c4)nc(N)c23)CO1 (stereo not given)	-75.6	-20.0	-263.0	-7.9	-27.7	-62.0	-24.8	-66.1
COCCCN1CCS(=O)(=O)c2c(Cl)c(F)nc(Oc3ccccc3F)c21	87.9*	18.4	-29.8	12.7	95.4*	-145.7	19.4	10.9
